Assay outcomes as filed in PubChem.
BRCA1 expr up: qHTS Assay to Identify Small Molecule Activators of BRCA1 Expression. MCF7-BRCA1-FFLuc reporter, luminescence, 48 h; response scale: scaled: vehicle 0%, 10 µM genistein 100%. Potency, µM (titrated, usually from 46.1 µM), for the others: at the top dose activation, most hits filed as activators. 1.1% of 380,000 active. AID 624202, 2012; active = well fitted activation curve with a large enough effect; inconclusive = small, poorly fitted or top-dose-only effect; inactive = no such curve, though single readings can be large or run the other way; also: nearly all actives have a fitted effect of over 80% in size; some results filed as inactive show a strong effect at the top dose
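Quantitative HTS in MCF7 cells stably reporting BRCA1 expression via firefly luciferase. Compound treatment lasts 48 h at 37 °C in phenol-red free MEM. Activation is expressed relative to genistein at 10 microM and DMSO.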
The depositor's hits bear a star; ? = inconclusive. Potency is read from the fitted curve at half-maximal effect. A portion of the library; rates above refer to the full screens.

SMILES | BRCA1 expr up
CC(C)[C@@H](N)C(=O)NC[C@H]1O[C@@H](n2cnc3c(=O)[nH]c(N)nc32)[C@H](O)[C@@H]1O | 2%
CC1(C(=O)NS(=O)(=O)C2CC2)CCCN(C(=O)c2cc3ccccc3s2)C1 (centres undefined) | 1%
C[C@@H]1CN([C@H](C)CO)C(=O)CCCn2cc(nn2)CO[C@H]1CN(C)C(=O)Nc1ccccc1 | 2%
Cc1cc(Br)cn2c(Cc3cccc(F)c3)c(-c3ccccc3)nc12 | -4%
NC(c1csc(NC(=O)Nc2cccc(Cl)c2)n1)C1CCCCC1 (centres undefined) | -45%
CC(C)(C)c1ccc(S(=O)(=O)NC(=O)C2(C)CCN2C(=O)CC2CC2)cc1 (centres undefined) | 9%
CC(C)(C)c1ccc(CC(=O)N2CCC2(C)C(=O)NS(=O)(=O)c2ccccc2)cc1 (centres undefined) | 3%
COc1ccc(OC)c(C=NNC(=O)NN=Cc2cc(OC)ccc2OC)c1 | -6%
Nc1ccccc1SC(CC(=O)c1ccccc1)c1cccc([N+](=O)[O-])c1 (centres undefined) | -45%
COc1ccc([C@H]2C[C@H](n3cc(C4CC4)nn3)[C@@H](O)CN2C(=O)C2CCCCC2)cc1 | -2%
COc1cc(CNc2ncnc3c2ncn3[C@H]2CN(Cc3ccncc3)C[C@@H](CO)O2)cc(OC)c1OC | 10%
O=C(Nc1ccc2c(c1)OCCO2)C1c2ccccc2OCC(=O)N1Cc1ccccn1 (centres undefined) | 18%
CCCNC(=O)c1cc(C2CCCCN2C(=O)c2ccc3c(c2)CCO3)on1 (centres undefined) | 9%
O=C(OCC(=O)N1CCNC1=O)c1ccccc1Cl | 56%
CN(C)c1ccc(CNC(=O)C2Cc3c(-c4ccccc4Oc4ccccc4)ccnc3O2)cc1 (centres undefined) | -11%
FC(F)(F)c1ccccc1Cc1c(-c2cccc(Br)c2)nc2ccc(Cl)cn12 | 3%
Clc1cccc(Cc2c(C3CCCCC3)nc3ccc(Br)cn23)c1 | -25%
O=C(NCC1CCCCC1)c1ccc2sc([C@H]3C[C@H](O)[C@@H](CO)O3)nc2c1 | 17%
CNc1ccc2ncc(-c3ccc(OC)c(OC)c3)n2n1 | -44%
COc1ccc([C@H]2C[C@@H](n3cc(COC(=O)c4ccccc4)nn3)[C@H](O)CN2CC2CCCCC2)cc1 | -6%
O=C(C1CN(C(=O)c2cc3ccccc3o2)c2ccccc2O1)N1CCCCC1 (centres undefined) | -19%
OC[C@@H]1CN(Cc2ccco2)C[C@H](n2cnc3c(NC4CCC4)ncnc32)O1 | 0%
CSC[C@H]1CN(Cc2ccccc2)C(=O)[C@@H]1CC(=O)Nc1ccccc1 | 0%
CCN1C(=O)[C@H]2[C@@H](c3ccc(OC)cc3)N[C@]3(CCCN(Cc4ccc(Br)cc4)C3=O)[C@H]2C1=O | 1%
CCc1ccccc1NC(=O)CSc1nc2cc(C(=O)NCC3CCCO3)ccc2c(=O)n1CC1CCCO1 (centres undefined) | 3%
CCc1nc2ccc(C(=O)NCc3ccccc3OC)cn2c1N(CC)CCN(C)C | 1%
CC(=O)NCCNc1nc2cc(-c3cc(F)ccc3C)sc2c(=O)n1C | -25%
COc1cc(NC(=O)c2sc3ncn(CC(=O)N4CCCCC4C)c(=O)c3c2C)cc(OC)c1OC (centres undefined) | -19%
COc1ccc(CCNC(=O)C(=O)c2cn(CC(=O)N3CCCC3)c3ccccc23)cc1 | 5%
C[C@H]1CN([C@@H](C)CO)C(=O)CCCn2cc(nn2)CO[C@@H]1CN(C)C(=O)Nc1cccc2ccccc12 | 9%
OCCCNc1ncnc2c1ncn2[C@H]1CN(Cc2ccc(-c3ccccc3)cc2)C[C@@H](CO)O1 | -35%
CC(=O)Oc1ccc(N(C(C)=O)S(=O)(=O)c2ccccc2)c2ccccc12 | -3%
Nc1nc(N=Nc2ccc(O)cc2)cc(=O)[nH]1 | 1%
Cc1ccc2c(=O)n3c(nc2c1)C(CC(C)C)NC(=O)c1cccnc1-3 (centres undefined) | 0%
Cc1ccc(NC(=O)CN2CCN(S(=O)(=O)c3ccc4c(c3)OCCO4)CC2)c(C)c1 | -6%
C/C(=N\NC(=O)c1nnn(-c2nonc2N)c1CSc1ccc(C)cc1)c1cccs1 | -40%
Oc1ccc(C[C@H]2CN([C@@H](Cc3ccccc3)CN3CCCC3CN3C(=S)NC[C@@H]3Cc3ccccc3)C(=S)N2CCc2ccccc2)cc1 (some centres undefined) | -14%
Cc1ccc(NC(=O)c2nc[nH]c2C(=O)Nc2ccccc2F)cc1 | 2%
CCCCCC(=O)N1C[C@@H](O)[C@H](n2cc(COC(=O)c3ccccc3)nn2)C[C@@H]1c1ccccc1 | -23%
Cc1cccnc1C1=NOC(Cc2ccccc2)C(=O)N1Cc1ccc2c(c1)OCO2 (centres undefined) | 9%
CC(C)=CCC[C@H](C)C[C@@H]1Cc2[nH][nH]c(=O)c2[C@H](c2ccc(F)cc2)O1 | -4%
OC(c1ccc(Cl)c(Cl)c1)c1ncc(-c2ccccc2Cl)[nH]1 (centres undefined) | -15%
COCOc1cccc(CN2CCC2(C)C(=O)Nc2cc(OC)ccc2OC)c1 (centres undefined) | -15%
O[C@@H]1CN(CC2CCCCC2)[C@@H](c2ccccc2)C[C@H]1n1cc(-c2ccc(F)cc2)nn1 | -17%
Cc1ccc(SC[C@H](C)CN2CCC(NC(=O)OCc3ccccc3)CCC2=O)cc1 (some centres undefined) | 3%
CCOC(=O)[C@]12CCC=C1N(Cc1cccc3ccccc13)C(=O)[C@H](CC(=O)NCc1cccc3ccccc13)C2 | -7%
Cc1cccnc1C(c1ccc(F)cc1)N(C)C(=O)C1CCN(CCOc2ccc(Cl)cc2Cl)CC1 (centres undefined) | -21%
COc1ccc([N+](=O)[O-])c(C=CC(=O)c2ccccn2)c1 | -41%
COc1cccc(Nc2nc(C(N)C(C)C)cs2)n1 (centres undefined) | 8%
Cc1ccc(C(=O)N(Cc2ccco2)c2c(N)n(Cc3ccccc3)c(=O)[nH]c2=O)cc1 | -2%
Next section.
SMILES | BRCA1 expr up
CN(C(=N)N)c1ccc(/C=C2\C=Cc3ccccc32)cc1 | 46%
Cc1onc(-c2ccccc2)c1C(=O)OCC(=O)Nc1ccccc1Cl | 0%
Cc1cc(Br)ccc1NC(=O)CN(C)C(=O)c1ccccc1OCc1c(C)noc1C | -8%
Oc1cccc2cc(Nc3ccccc3)cnc12 | -47%
N#Cc1nc2ccccc2n1OCc1ccccc1 | 3%
Cc1cccc(C)c1NC(=O)c1csc([C@@H]2O[C@H](CO)[C@H](O)[C@H](O)[C@H]2O)n1 | 14%
COc1ccc(C(O)c2nc(/C=C/c3ccc(C(F)(F)F)cc3)cs2)cc1 (centres undefined) | 6%
C[C@@H]1CN([C@H](C)CO)C(=O)CCCn2cc(nn2)CO[C@H]1CN(C)S(=O)(=O)c1ccc(F)cc1 | 13%
COCCNc1nc(NCc2cnc(C)cn2)c2sccc2n1 | 13%
COc1ccc(Cc2c(-c3ccc(C)cc3)nc3c4ccccc4ccn23)c(C)c1 | -35%
CC1(C(=O)NS(=O)(=O)c2cccc(C#N)c2)CCN1C(=O)c1ccccc1CCc1ccccc1 (centres undefined) | -5%
CC1(C(=O)Nc2ccc3c(c2)OCCO3)CCN1C(=O)c1cccc(F)c1 (centres undefined) | 14%
C=Cc1ccc(Cn2c(C)c(C(=O)NCc3ccc(Cl)c(Cl)c3)sc2=O)cc1 | -48%
CC1(C(=O)NS(=O)(=O)c2ccc(Cl)cc2)CCN1C(=O)C1(c2ccccc2)CCCC1 (centres undefined) | -6%
C#CCNC(=O)C[C@@H]1C[C@@]2(C(=O)OCC)CCCC=C2N(Cc2ccc3c(c2)OCO3)C1=O | 2%
COc1ccc(C(O)c2nc(-c3cnc4ccccc4c3)cs2)cc1 (centres undefined) | 91%
O=C(Nc1ccccc1)Nc1nnc([C@H]2C[C@H](O)[C@@H](CO)O2)s1 | ?
Cn1c(=O)c2cc(NC(=O)CC(C)(C)C)ccc2n1-c1ccccc1F | 18%
CC1=C(C(=O)N(C)C)CC(CC(=O)NC(c2ccccc2)c2ccccc2)C(=O)N1CCCN1CCCC1=O (centres undefined) | 5%
CC(C)(C)Cc1c(-c2ccc(Cl)cc2)nc2ccc(Br)cn12 | -28%
O=C1CSC(=S)N1N=Cc1cccc(OCc2ccccc2)c1 | 23%
COc1ccc(C(c2nnnn2C(C)(C)C)N2CCN(C/C=C/c3ccccc3)CC2)cc1 (centres undefined) | 0%
COc1ccc(OCC(=O)N2CCc3ccccc32)c([N+](=O)[O-])c1 | ?
CCCCNC(=O)C[C@@H]1C[C@@]2(C(=O)OC)CCCCC=C2N(Cc2ccc(Cl)cc2Cl)C1=O | -10%
NC(CSC(c1ccccc1)(c1ccccc1)c1ccc(-c2ccccc2)cc1)C(=O)O (centres undefined) | 8%
CS(=O)(=O)c1ccc(Cl)c(NC(=O)CSc2nnc3n2CCCCC3)c1 | 5%
CC(O)(c1cccnc1)c1nc(-c2cccc(C(F)(F)F)c2)cs1 (centres undefined) | -71%
Ic1ccc(Nc2nc(NCCN3CCOCC3)nc(N3CCOCC3)n2)cc1 | -43%
CCCCNC(=S)N(CCCO)Cc1cc2cc3c(cc2[nH]c1=O)OCO3 | -29%
COc1ccc(CN2C(=O)c3cccc4cccc(c34)C2c2nc3ccccc3[nH]2)cc1 (centres undefined) | -23%
CC(=O)Nc1ccc(-c2ccnc3c2CC(C)(C(=O)NCCC(F)(F)F)O3)cc1 (centres undefined) | -33%
CCOC(=O)[C@]12CCCC=C1N(Cc1ccc3c(c1)OCO3)C(=O)[C@H](CC(=O)N1CCSCC1)C2 | 5%
Clc1ccccc1-c1cnc2sc(NCc3ccc4c(c3)OCO4)nn12 | -30%
COc1ccc(Cc2nc3ccc(C(=O)N4CCCCC4CO)cc3o2)cc1OC (centres undefined) | -30%
CCNC(=O)C1(C)CCN(C(=O)c2ccc(OC)cc2OC)C1 (centres undefined) | 9%
CN1CCC(N2CCN(C3CN(CCc4ccccc4)S(=O)(=O)C3)CC2)CC1 (centres undefined) | 8%
CC(O)(c1ccncc1)c1nc(-c2cccc(C(F)(F)F)c2)cs1 (centres undefined) | -28%
COc1ccc(OC)c(C(O)c2ncc(-c3cccc4ccccc34)[nH]2)c1 (centres undefined) | 15%
N#Cc1cccc(C(Br)S(=O)(=O)c2ccccc2)c1 (centres undefined) | -3%
CC(C)CC1NC(=O)c2cccnc2-n2c1nc1ccccc1c2=O (centres undefined) | 6%
CSc1ccc(CN2CCC2(C)C(=O)Nc2ccc3c(c2)OCO3)cc1 (centres undefined) | -8%
O[C@@H]1C[C@H](c2ccc(Cl)cc2)N(Cc2cccs2)C[C@H]1n1cc(-c2ccc(F)cc2)nn1 | -9%
COCCN(Cc1ccc(C)cc1)C(=O)[C@H]1O[C@@H](n2ccc(N)nc2=O)[C@H](O)[C@@H]1O | 5%
COCCN1C[C@@H](CO)O[C@@H](n2cnc3c(NCCN(C)C)ncnc32)C1 | 13%
Cc1c(C(=O)NCc2ccccc2C(F)(F)F)sc(=O)n1Cc1cccc(C(F)(F)F)c1 | 5%
O=C(Nc1ccc([N+](=O)[O-])cc1)c1cnn2c1NC(=C1CC1)C=C2C(F)F | -12%
CNc1ccc(/C=C2\C=Cc3ccccc32)cc1Br | 7%
CCOC(=O)C1=CC[C@@H](c2ccccc2)N(S(=O)(=O)c2ccc(C)cc2)[C@H]1c1ccccc1C | -23%
